GLA spleen mod = alpha-galactosidase A (human) modulation; P06280; 240,000 compounds, 0.008% hits; Potency, µM (titrated, usually from 80 µM), for the others: top-dose activity change, negative = inhibition, most hits filed as inhibitors; human spleen homogenate, 4MU-alpha-Gal fluorescence, 40 min; AID 2107;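 further: 0% = enzyme with vehicle and -100% = no enzyme basal signal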
Target sequence (P06280 32-429 limits assumed): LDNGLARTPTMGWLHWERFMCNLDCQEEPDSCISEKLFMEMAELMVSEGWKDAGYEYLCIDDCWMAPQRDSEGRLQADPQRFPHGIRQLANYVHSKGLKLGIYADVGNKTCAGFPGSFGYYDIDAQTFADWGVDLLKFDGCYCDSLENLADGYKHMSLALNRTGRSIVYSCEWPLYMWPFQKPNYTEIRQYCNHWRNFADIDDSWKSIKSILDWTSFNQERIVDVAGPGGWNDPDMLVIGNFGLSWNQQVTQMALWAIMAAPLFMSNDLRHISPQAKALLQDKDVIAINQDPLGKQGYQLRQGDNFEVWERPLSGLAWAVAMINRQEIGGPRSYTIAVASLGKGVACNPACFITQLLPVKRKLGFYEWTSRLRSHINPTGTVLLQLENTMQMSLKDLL
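Human spleen homogenate (1 ug) was the enzyme source, with 4-methylumbelliferyl-alpha-D-galactopyranoside (1 mM final) in pH 5.0 citrate buffer with 0.01% Tween-20. Compounds were titrated; after 40 min at 37C, NaOH/glycine stop, 4-MU fluorescence read; AC50 from Hill fits.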
TexasRed fluor = counter-screen for TRb-SRC2 inhibitors: fluorescence interference; AID 1479; Potency, µM (top dose mostly 106 µM), without a hit: at the top dose fluorescence change, negative = quenching; TRb/SRC2 Texas Red total fluorescence interference; 280,000 compounds, 0.29% hits; active means well fitted curve in either direction with a large enough effect; inconclusive means small, poorly fitted or top-dose-only effect
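Human TRβ ligand-binding domain (0.6 uM) and Texas Red SRC2 peptide (20 nM) in Tris buffer with 1 uM T3 and 5% DMSO were incubated with pinned compound for 5 hr at ambient temperature. Total fluorescence was computed as S + 2P (555/632 nm).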
Tau fibril FP = blocks human tau fibril formation measured by polarization; K18 P301L tau heparin fibrillization, Alexa594 FP, 6 h; Potency, µM (titrated, usually from 57.7 µM), for the others: at the top dose activity, negative = inhibition, hits mostly inhibitors; 280,000 compounds, 0.39% hits; AID 1468; further: nearly all actives have a fitted effect of over 55% in size
Target sequence (P10636 561-689 P618L limits assumed): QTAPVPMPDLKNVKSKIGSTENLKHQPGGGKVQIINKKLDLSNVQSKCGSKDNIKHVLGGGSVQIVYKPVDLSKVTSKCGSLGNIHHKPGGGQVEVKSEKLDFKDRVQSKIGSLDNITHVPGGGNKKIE
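FP of Alexa 594-tau after heparin (20 uM) induction. Substrate: human K18 P301L, 15 uM unlabeled, 0.24 uM labeled. Buffer 100 mM sodium acetate pH 7. 6 hr, 37 C.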
L3MBTL1 inh = L3MBTL1 (human) inhibition; Q9Y468; AlphaScreen L3MBTL1–H3K9me1 peptide binding; Potency, µM (highest dose often 57.1 µM), for inactives: at the highest dose activity, negative = inhibition, actives largely listed as inhibitors; 230,000 compounds, 0.66% hits; further: nearly all actives have a fitted effect of over 60% in size
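Displacement of a biotinylated histone H3(1-15) peptide monomethylated at Lys9 (75 nM) from L3MBTL1 (50 nM) was measured by AlphaScreen after a 30 min room-temperature compound incubation; cefsulodin titration served as intraplate control.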
ALDH1A1 inh = inhibitors of human aldehyde dehydrogenase 1A1. P00352. Purified ALDH1A1, NADH fluorescence, propionaldehyde substrate. Potency, µM (series often up to 75.3 µM), inactives show at the highest dose activity, negative = inhibition, most hits filed as inhibitors. 220,000 compounds, 7.3% hits. AID 1030; active means well fitted inhibition curve with a large enough effect, not every such curve was filed as active; inconclusive means small, poorly fitted or top-dose-only effect, or another doubt; inactive means no such curve, though single readings can be large or run the other way;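 further: plate controls were no enzyme wells and a reference inhibitor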
Tau fibril ThT = tau fibrillization inhibition (ThT binding); P10636; AID 1460; 270,000 compounds, 2.1% hits; Potency, µM (doses to about 57.4 µM), for the others: top-dose activity, negative = inhibition, actives largely listed as inhibitors; recombinant tau K18 P301L, heparin-induced fibrillization, ThT fluorescence; further: nearly all actives have a fitted effect of over 55% in size
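In this qHTS, human K18 P301L tau is incubated with compound and heparin for 6 hr at 37 C, and Thioflavin T fluorescence then reports fibril load.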
TRb-SRC2 inh = TRbeta-SRC2 interaction inhibition | 280,000 compounds, 0.065% hits | TRbeta-SRC2 peptide binding, fluorescence polarization; receptor liganded with 1 µM T3 | P10828 | AID 1469 | Potency, µM (series often up to 106 µM), inactives show top-dose activity change, negative = inhibition, hits mostly inhibitors;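 further: plate controls were bound peptide for no effect and peptide without receptor for full effect; nearly all actives have a fitted effect of over 50% in size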
Target sequence (P10828 whole entry, looked up): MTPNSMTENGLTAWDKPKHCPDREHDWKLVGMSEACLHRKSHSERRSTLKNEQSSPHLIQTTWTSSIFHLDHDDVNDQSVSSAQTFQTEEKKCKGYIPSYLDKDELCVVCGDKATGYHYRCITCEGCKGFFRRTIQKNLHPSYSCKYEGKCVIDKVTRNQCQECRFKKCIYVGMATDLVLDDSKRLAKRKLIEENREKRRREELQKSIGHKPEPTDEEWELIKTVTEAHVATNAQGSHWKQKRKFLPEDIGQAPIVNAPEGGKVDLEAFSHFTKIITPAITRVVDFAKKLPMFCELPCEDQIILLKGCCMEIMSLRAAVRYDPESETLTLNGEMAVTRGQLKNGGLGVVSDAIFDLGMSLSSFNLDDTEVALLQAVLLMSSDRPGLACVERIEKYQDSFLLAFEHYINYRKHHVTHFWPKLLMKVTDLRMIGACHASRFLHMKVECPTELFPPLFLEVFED
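Quantitative HTS by FP: 0.6 uM TRb LBD, 20 nM labeled SRC2 20-mer, 1 uM T3, 5% DMSO; 5 hr ambient incubation; % activity per concentration and potencies from concentration series.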
Tau fluor cs = counter-screen for tau fibril formation inhibitors. AID 1463. 280,000 compounds, 0.93% hits. tau K18 P301L Alexa594 fluorescence, heparin fibrillization. Potency, µM (top dose mostly 57.7 µM), for the others: at the highest dose activity change, negative = decrease; further: nearly all actives have a fitted effect of over 55% in size
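Human tau K18 P301L (15 uM unlabeled, 0.24 uM Alexa 594-labeled) in 100 mM sodium acetate pH 7 with 20 uM heparin, 6 hr at 37 C. ThT 30 uM added, 1 hr ambient; Alexa 594 FP and total fluorescence read at 555/632 nm.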
The depositor's hits bear a star; ? = inconclusive; . = not tested or not shown; [ ] = another dose, or the depositor's remark. Unless noted, the call rests on the fitted dose curve; in most records, active means well fitted curve in the direction sought with a large enough effect; inconclusive means small, poorly fitted or top-dose-only effect, or another doubt; inactive means no such curve, though single readings can be large; an effect the other way counts as inactive or inconclusive. Unless noted, on the % scale 0 is the no-effect control and ±100 the full control effect; potency means the concentration at half of the fitted maximal effect.

structure | GLA spleen mod | L3MBTL1 inh | Tau fibril FP | TRb-SRC2 inh | ALDH1A1 inh | Tau fibril ThT | Tau fluor cs | TexasRed fluor
O=C1NC(=S)N/C1=C/c1cc([N+](=O)[O-])ccc1O | -2% | . | -1% | -2% | 5µM* | 16µM* | -20% | -10%
COc1ccc(N2CCN(S(=O)(=O)CCNC(=O)C(c3ccccc3)c3ccccc3)CC2)cc1 | . | . | 3% | 2% | . | 0% | -10% | -5%
Cc1ccc(NC(=O)CSc2ncccc2C(=O)Oc2cccc([N+](=O)[O-])c2)cc1Cl | 10% | 13% | -16% | 3% | -6% | -11% | -10% | -1%
O=C(N/N=C/C=C\c1ccccc1[N+](=O)[O-])c1ccncc1 | 2% | . | 9% | 1% | ? | -9% | -2% | 0%
CN(C)S(=O)(=O)c1cccc(NC(=O)COc2cccc(C#N)c2)c1 | -5% | 5% | 8% | -2% | -8% | -9% | -15% | -2%
CCOC(=O)C1CCN(CC(O)COc2ccc(C(=O)CC)cc2)CC1 (stereo unspecified) | -2% | 10% | -1% | -4% | -2% | ? | -6% | 0%
CS(=O)(=O)N1CCN(C2C3CC4CC(C3)CC2C4)CC1 (stereo unspecified) | -8% | 0% | ? | 0% | -5% | 4% | -7%[2.34 µM] | -2%
Cc1cccc(OCC(=O)N2CCN(C(=O)c3ccc([N+](=O)[O-])cc3)CC2)c1 | -9% | 14% | -1% | 1% | 0% | -5% | -2% | 0%
O=C(Nc1cc(S(=O)(=O)N2CCCCC2)ccc1O)c1ccccc1NS(=O)(=O)c1ccc(F)c(F)c1 | -17% | -9% | 6% | 9% | -5% | ? | ? | -5%
Cc1cccc(C)c1NC(=S)N/N=C/c1c(Cl)cccc1Cl | -5% | -2% | -2% | -8% | -1% | 4% | -5% | 1%
Cc1ccc(Cl)cc1N1CCN(CCCNc2ncnc3onc(-c4ccc(F)cc4)c23)CC1 | . | . | -6% | 5% | . | -16% | -28% | -20%
CC(C)Oc1cccc(C(=O)Nc2ccc(CN3CCOCC3)cc2)c1 | -6% | 4% | 0% | -10% | -12% | -23% | -13% | 1%
C[C@@H](CN(C)C)CN1c2ccccc2Sc2ccccc21 | 8%[29.1 µM] | . | . | -8%[53 µM] | 2%[20.9 µM] | . | . | 0%[53 µM]
O=Cc1ccc(O)c2ncccc12 | -7% | 4µM* | 1% | 1% | . | -16% | -5% | -4%
CCCNC(=O)OC[C@H]1O[C@@H](CCO/N=C2/C[C@@H](O)[C@@H](O)[C@@H]3[C@@H]4C(=O)N(CC)C(=O)[C@H]4CC[C@@H]23)C=C[C@@H]1Oc1ccc(OC)cc1 | -12%[17.5 µM] | . | 9%[11.6 µM] | 5%[11.2 µM] | -11%[13.5 µM] | -10%[11.5 µM] | -5%[11.6 µM] | -8%[11.2 µM]
Cc1ccc(S(=O)(=O)c2cn(Cc3ccccc3)c3cc(N4CCCC4)c(F)cc3c2=O)c(C)c1 | . | . | -7% | -3% | . | 10% | 8% | 5%
O=C(CNC(=O)c1ccccc1F)NCCOc1ccccc1Cl | 1% | 9% | -9% | 4% | 4% | -1% | 2% | 0%
O=C(CN1C(=O)COc2ccc(S(=O)(=O)N3CCCCCC3)cc21)NCCc1ccccc1 | . | . | 6% | -7% | . | -3% | -15% | -2%
Cc1cc(C)c2c(CC(=O)O)c(C)[nH]c2c1 | 7% | -1% | -10% | -1% | -13% | ? | ? | -1%
Cc1ccccc1NC(=S)NCc1ccc2[nH]c3c(c2c1)CCCC3 | 11% | ? | -1% | 2% | ? | 0% | -1% | -1%
COc1ccc(/C=N/NC(=O)c2ccccc2OCc2ccccc2)c(OC)c1 | -4% | -21% | 10% | -1% | -2% | ? | -8% | -1%
CC(C)C(c1nnnn1CCc1ccccc1)N1CCOCC1 (stereo unspecified) | 2% | 10% | -7% | 2% | 14% | -3% | 1% | -1%
COc1cccc(/C=N/N2CCN(C)CC2)c1 | 3% | 12% | -5% | 4% | 2% | -10% | 0% | 0%
Cc1ccc(NS(=O)(=O)c2c(C)nc3sc(C)c(C)n3c2=O)cc1F | . | . | 6% | 1% | . | 4% | -7% | -5%
COc1ccc(C(=O)OC2CCN(c3ncc(C(F)(F)F)cc3Cl)CC2)cc1 | -9% | 7% | -14% | -16% | 2% | ? | -13% | -2%
COc1ccc(C(=O)c2ccc(N3CCOCC3)cc2)c(OC)c1 | -22% | -10% | -5% | 0% | 1.1µM* | ? | 1% | 0%
c1cc(C2CCN(Cc3nc(-c4ccc5c(c4)OCO5)no3)CC2)ccn1 | 0% | -15% | -2% | -5% | -13% | -21% | -12% | 0%
Cc1ccc2nc(C)cc(N3CCOCC3)c2c1 | -4% | . | 0% | -17% | 10% | 5% | 0% | 1%
Cc1ccccc1N1CCN(S(=O)(=O)c2ccc3oc(=O)ccc3c2)CC1 | -11% | -2% | 2% | -8% | -3% | -5% | -7% | 0%
O=C(O)CCCN(Cc1cccc(Br)c1)S(=O)(=O)c1ccc(Br)cc1 | -1% | . | 7% | -6% | -7% | -17% | -5% | 1%
CN1CCN(CC#CC2(O)CCCCC2)CC1 | -1% | 2% | -4% | -15% | 3% | 0% | -5% | 2%
NCCS(=O)(=O)NC1CCCCC1 | -2% | 0% | -2% | 8% | -1% | 2% | -4% | 3%

Overlap with the part before: two entries, then new ones.
structure | GLA spleen mod | L3MBTL1 inh | Tau fibril FP | TRb-SRC2 inh | ALDH1A1 inh | Tau fibril ThT | Tau fluor cs | TexasRed fluor
CN1CCN(CC#CC2(O)CCCCC2)CC1 | -1% | 2% | -4% | -15% | 3% | 0% | -5% | 2%
NCCS(=O)(=O)NC1CCCCC1 | -2% | 0% | -2% | 8% | -1% | 2% | -4% | 3%
N#CC(c1ccccc1)C1CCN(Cc2ccccc2)CC1 (stereo unspecified) | -16% | 2% | -8% | -11% | 2% | -5% | -2% | 2%
Cc1ccc(CNC(=O)c2nnn(CC(=O)Nc3cc(C)ccc3C)c2N)cc1 | . | . | -19% | 4% | . | -4% | -8% | -1%
CCOc1ccc(NC(=O)CSc2nc3c([nH]c4ccccc43)c(=O)n2-c2cc(C)cc(C)c2)cc1 | . | . | -12% | 6% | . | -8% | -13% | 5%
CCCc1cc(=O)n2[nH]c(NCc3ccc(Cl)cc3Cl)nc2n1 | 4% | 5% | -6% | 1% | 5% | -7% | -12% | -1%
Cc1[nH]n(C(N)=S)c(=O)c1N=Nc1ccc2ccccc2c1 | 1% | -20% | 3% | -4% | 7.9µM* | 2.8µM* | ? | -6%
COC(=O)CC1Oc2ccc(C)cc2-n2cc(-c3ccc(C)cc3)nc21 (stereo unspecified) | . | . | ? | -2% | . | ? | ? | -3%
CN(Cc1ccccc1Cl)C(=O)c1cnccc1C(F)(F)F | -13% | -3% | 1% | 3% | -7% | 5% | 0% | -2%
O=C(N/C(=C\c1cccnc1)C(=O)N1CCOCC1)c1cccc(Br)c1 | 3% | -2% | -3% | 7% | ? | -2% | -3% | 1%
Cc1cc(C(=O)Nc2cccnc2)on1 | -1% | 11% | 2% | 3% | 2% | 1% | 4% | -4%
Cc1cccc(NC(=S)NCCN(C2CCCCC2)C2CCCC2)c1 | 1% | . | -3% | 1% | 2% | 0% | -10% | -1%
Cc1ccc(NC(=O)OCc2ccccc2S(C)=O)cc1 (stereo unspecified) | 3% | -9% | 2% | 1% | 7% | -2% | 1% | 1%
CCCCC(=O)N(c1ccc2oc(C)c(C(C)=O)c2c1)S(=O)(=O)c1ccc(F)cc1C | . | . | -4% | 7% | . | -19% | -23% | -18%
CCOC(=O)CN1C(=O)S/C(=C/c2ccc(O)c([N+](=O)[O-])c2)C1=O | 0% | -4% | ? | -3% | ? | ? | -16% | -4%
CCN(CC)Cc1c[nH]c2c(C(=O)OC)cccc12 | -3% | 32%[activator] | 11% | 10% | ? | ? | -11% | -3%
Cc1ccc(S(=O)(=O)N2C(=S)SCC2(C)C)cc1 | 14% | -2% | -1% | -4% | -7% | 0% | -15% | 1%
COc1cc(/C=C/C(=O)OCC(=O)Nc2ccc(NC(C)=O)cc2)cc(S(=O)(=O)N2CCc3ccccc32)c1OC | 4% | -19% | ? | -2% | 4% | -7% | ? | -5%
O=C(CNC(=O)c1ccc(Br)cc1)N/N=C/c1ccc[nH]1 | -6% | 9% | 1% | 8% | -1% | -2% | -4% | -2%
CCC(Sc1nc(C)cc(C)n1)C(=O)Nc1ccc(S(N)(=O)=O)cc1 (stereo unspecified) | 9% | . | -7% | 6% | . | . | -4% | 0%
O=C(COc1ccc(Cl)cc1)c1ccc(O)cc1O | -1% | 6% | -8% | 9% | . | ? | ? | -2%
Cc1ccc(-n2nnnc2SCC(=O)N2Cc3ccccc3CC2C(=O)O)cc1 (stereo unspecified) | 4% | -8% | 10% | 6% | . | -8% | 2% | -3%
COc1cccc(CNc2nc3c(-c4ccccc4)nnn3c3ccccc23)c1 | . | . | -22% | -1% | . | -11% | -28% | -3%
COCCCNC(=O)CCc1ccc(S(=O)(=O)Nc2ccc(C)cc2)cc1 | 1% | . | 0% | -11% | ? | -5% | -1% | 0%
Cc1ccc(-c2nnn(CC(=O)N(c3ccccc3)C(C(=O)NCC3CCCO3)c3ccc(F)cc3)n2)o1 (stereo unspecified) | 2% | . | 5% | 2% | 21% | 5% | 2% | -1%
CCc1ccc(NC(=O)CCn2c(=O)oc3ccccc32)cc1 | -16% | 12% | ? | -10% | -7% | -1% | -6% | 0%
Cc1cccc(C2CC(c3ccc(Cl)cc3)Nc3nc(N)nn32)c1 (stereo unspecified) | -22% | -21% | 5% | 0% | 8% | -17% | -6% | 4%
CC(C)(C)C(=O)Nc1sc(-c2ccccc2)cc1C(=O)O | -6% | 7% | 15% | -4% | . | -14% | -7% | -4%
O=C(NCc1ccc2c(c1)OCO2)c1nnc(Cc2ccc(Cl)cc2)o1 | 1% | 8% | -8% | 0% | 13% | 1% | -4% | -1%
CC(C)(C)c1ccc(OCC(=O)NCCN2CCCC2)cc1 | 3% | . | -5% | 5% | ? | -4% | 0% | 1%
CCCC(=O)c1cc(F)c(N2CCOCC2)cc1C | 3% | 3% | -14% | 7% | 3% | -15% | -20% | 1%
CCCOc1ccc(N2C(=O)CC(NCc3ccncc3)C2=O)cc1 (stereo unspecified) | -3% | -7% | -1% | 0% | -13% | ? | 0% | -5%
